# KCNQ2 block – KCNQ2 potassium channel inhibitors, primary screen, cell-based, CHO-K1, FluxOR thallium flux, B-score (AID 2156); 20 min; active compounds read low; 310,000 compounds, 1.1% hits; B-score at 10 µM;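 active = fluorescence ratio B-score at most minus 3 library SDs, with starting brightness B-score within 2 library SDs, cut at about -5.5 in these data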
# Target sequence (O88943 whole entry, looked up): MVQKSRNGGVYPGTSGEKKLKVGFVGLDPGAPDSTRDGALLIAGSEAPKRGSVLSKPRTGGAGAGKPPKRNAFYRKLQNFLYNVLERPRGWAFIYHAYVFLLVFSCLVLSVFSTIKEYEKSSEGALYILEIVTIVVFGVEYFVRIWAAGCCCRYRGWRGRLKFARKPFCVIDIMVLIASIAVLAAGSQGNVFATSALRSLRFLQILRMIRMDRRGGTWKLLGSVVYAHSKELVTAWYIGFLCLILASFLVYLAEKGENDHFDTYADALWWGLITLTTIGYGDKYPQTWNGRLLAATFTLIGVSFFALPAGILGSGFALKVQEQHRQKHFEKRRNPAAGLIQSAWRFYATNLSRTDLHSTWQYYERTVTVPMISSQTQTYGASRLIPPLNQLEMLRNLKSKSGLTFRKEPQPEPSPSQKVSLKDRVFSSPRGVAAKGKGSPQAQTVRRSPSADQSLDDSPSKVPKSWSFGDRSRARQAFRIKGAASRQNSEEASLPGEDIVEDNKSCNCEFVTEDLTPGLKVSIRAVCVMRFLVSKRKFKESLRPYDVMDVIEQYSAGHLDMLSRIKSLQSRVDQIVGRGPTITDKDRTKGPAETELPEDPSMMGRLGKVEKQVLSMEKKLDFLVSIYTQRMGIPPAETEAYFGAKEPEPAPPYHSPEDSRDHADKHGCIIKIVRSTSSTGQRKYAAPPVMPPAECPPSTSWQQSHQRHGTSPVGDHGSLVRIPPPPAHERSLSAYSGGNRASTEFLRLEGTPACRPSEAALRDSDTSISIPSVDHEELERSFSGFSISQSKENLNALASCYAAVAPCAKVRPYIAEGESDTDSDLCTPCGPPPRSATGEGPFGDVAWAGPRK
# CHT block – inhibits the human high affinity choline transporter; 310,000 compounds, 0.86% hits; CHT-expressing cells, membrane potential dye, choline response; active compounds read low; B-score at 10 µM; Q9GZV3; AID 488975;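 active = B-score over 3 SD under the library average, and starting fluorescence ratio not unusually high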;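 also: choline stimulus applied at its EC90 after an EC20 pre-addition; B-score computed on integrated fluorescence ratio after choline addition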
# Active calls of the source: *; i = inactive; . = no result given.
SMILES,KCNQ2 block,CHT block
Cc1cc(S(=O)(=O)Nc2ccc(C(=O)NCc3ccncc3)cc2)ccc1F,i,i
Cc1cc(OC(=O)c2cccc(Br)c2)c([N+](=O)[O-])c(=O)[nH]1,i,i
c1cc(C2CCCCC2)ccc1Oc1nc(N2CCOCC2)nc(N2CCOCC2)n1,i,i
O=C(NC(NC(=O)c1ccccc1)c1ccccc1)c1ccccc1,i,i
CC1CCCCN1S(=O)(=O)c1ccc(C(=O)Nc2ccccc2-c2nc3ccccc3[nH]2)cc1 (stereo not given),i,i
CN(C(=O)CS(=O)(=O)c1cn(CC(=O)N2CCOCC2)c2ccccc12)c1ccccc1,i,i
Cc1ccc(S(=O)(=O)N2CC(O)CC2C(=O)OCC(=O)c2ccccc2Cl)cc1C (stereo not given),i,i
Cc1ccc(S(=O)(=O)N(CC(=O)Nc2cccnc2)c2ccccc2C)cc1,i,i
Cc1ccc(SC(CC(=O)c2ccc(C(C)(C)C)cc2)C(=O)O)cc1 (stereo not given),i,-8.41*
CC(=O)c1ccc(NC(=O)Cc2ccsc2)cc1,i,i
COc1ccc(C(=O)N/C(=C\c2ccco2)C(=O)NCc2cccnc2)cc1,i,i
COc1ccccc1OCCNC(=O)c1ccc2c(c1)CCC2,i,i
Cc1ccc(C(=O)C[n+]2cc(Br)cc(Br)c2)cc1[N+](=O)[O-],i,i
O=C(O)CN1CCCCC1,i,i
CC1(C(=O)NC2CCCC2)CCC(=O)N1CCC1=CCCCC1 (stereo not given),i,i
CCCCOC(=O)c1ccc(NC(=O)CSCc2n[nH]c(=O)[nH]2)cc1,i,i
O=C/C(=C\Nc1ccccn1)c1nc2ccccc2o1,i,i
CC1(c2nnc(-c3ccc(F)cc3)o2)CC(c2cccnc2)=NO1 (stereo not given),i,i
CCSc1nn2c(=O)c3ccccc3nc2s1,i,i
Cc1ccc(C)c(OCC(=O)Nc2ccc(N3CCOCC3)cc2)c1,i,i
O=c1c2cnn(-c3ccccc3)c2nc(-c2cccs2)n1-c1ccc(Br)cc1,i,i
COc1ccc(CNCc2ccco2)cc1OCc1ccccc1,i,i
Cc1sc2ncnc(OCC(=O)NCC3CCCO3)c2c1C (stereo not given),i,i
CCC(C)C(=O)Nc1ccc(S(=O)(=O)Nc2nccs2)cc1 (stereo not given),i,i

# 3 compounds out of the list, sorted by molar mass, low to high.
SMILES,KCNQ2 block,CHT block
Cc1sc2ncnc(OCC(=O)NCC3CCCO3)c2c1C (stereo not given),i,i
COc1ccc(CNCc2ccco2)cc1OCc1ccccc1,i,i
CCCCOC(=O)c1ccc(NC(=O)CSCc2n[nH]c(=O)[nH]2)cc1,i,i

# Going on with the list.
SMILES,KCNQ2 block,CHT block
O=C(O)c1ccc(N2C(=O)c3ccc(C(=O)c4cccc([N+](=O)[O-])c4)cc3C2=O)cc1,i,i
CCOc1cc(NC(=S)NCC2CCCO2)c(OCC)cc1NC(=O)c1ccc(F)cc1 (stereo not given),i,i
O=C(CCCn1c(=O)[nH]c2cc(Cl)ccc2c1=O)NCCCN1CCN(c2ccc(F)cc2)CC1,i,i
C#CCn1c(C)cc(C)c(S(=O)(=O)c2ccccc2)c1=O,i,i
CCOC(=O)c1c(NC(=O)CCc2ccc(CC)o2)sc(C)c1C,-8.2*,i
O=C(N=C1SC2CS(=O)(=O)CC2N1c1cccc(F)c1)C1CC1 (stereo not given),i,i
O=C(COc1nc2ccccc2nc1N1CCOCC1)Nc1cccc(S(=O)(=O)N2CCCCC2)c1,i,i
CCOC(=O)CNC(=O)C1COc2ccccc2O1 (stereo not given),i,i
CCCc1ccc2oc(C(=O)N3CCCC3)c(C)c2c1,i,i
COc1ccc(OC)c(-n2c(SCC(=O)Nc3cccc(S(N)(=O)=O)c3)nc3ccccc3c2=O)c1,i,i
O=C(c1ccc2c(c1)OCO2)C1CCCN(Cc2ccc3nsnc3c2)C1 (stereo not given),i,i
CCOC(=O)C1CCN(C(=O)Nc2ccc(OCc3ccccc3)cc2)CC1,i,i
COc1ccccc1OCC(=O)N1CCN(c2ccccc2OC)CC1,i,i
Cc1ccc(C(=O)NC(O)C(Cl)Cl)cc1 (stereo not given),i,i
Cc1c(S(=O)(=O)c2ccccn2)c(N)n(Cc2ccccc2Cl)c1C,i,i
CCOC(=O)c1c(C)nc2c(c1C)c(=O)oc1ccccc12,i,i
O=C(CN1CCCCCC1)Nc1ccc(Oc2ccccc2)cc1,i,i
CCCCN(C)C(=O)c1cc2cc3cc(OC)ccc3nc2o1,i,i
O=C1CC(C(=O)O)c2ccccc2N1 (stereo not given),i,i
CCOC(=O)C1C(=O)C=C(c2cccs2)CC1c1ccccc1C (stereo not given),i,i
Cc1ccsc1C(=O)NCc1ccc(F)cc1,i,i
Oc1ccccc1/C=N/N1CCN(c2ccccn2)CC1,i,i
COc1cc(/C=C(/C#N)c2ccc(F)cc2)ccc1OCc1ccc(C(=O)O)o1,i,i
CCOC(=O)CCCNC(=O)COC(=O)c1cc(Br)c(Br)s1,i,i

# 17 entries out of the list, ordered by count of non-hydrogen atoms, high to low.
SMILES,KCNQ2 block,CHT block
O=C(COc1nc2ccccc2nc1N1CCOCC1)Nc1cccc(S(=O)(=O)N2CCCCC2)c1,i,i
O=C(CCCn1c(=O)[nH]c2cc(Cl)ccc2c1=O)NCCCN1CCN(c2ccc(F)cc2)CC1,i,i
CCOc1cc(NC(=S)NCC2CCCO2)c(OCC)cc1NC(=O)c1ccc(F)cc1 (stereo not given),i,i
COc1cc(/C=C(/C#N)c2ccc(F)cc2)ccc1OCc1ccc(C(=O)O)o1,i,i
CCOC(=O)C1CCN(C(=O)Nc2ccc(OCc3ccccc3)cc2)CC1,i,i
O=C(c1ccc2c(c1)OCO2)C1CCCN(Cc2ccc3nsnc3c2)C1 (stereo not given),i,i
COc1ccccc1OCC(=O)N1CCN(c2ccccc2OC)CC1,i,i
Cc1c(S(=O)(=O)c2ccccn2)c(N)n(Cc2ccccc2Cl)c1C,i,i
CCOC(=O)c1c(NC(=O)CCc2ccc(CC)o2)sc(C)c1C,-8.2*,i
CCCCN(C)C(=O)c1cc2cc3cc(OC)ccc3nc2o1,i,i
CCOC(=O)c1c(C)nc2c(c1C)c(=O)oc1ccccc12,i,i
Oc1ccccc1/C=N/N1CCN(c2ccccn2)CC1,i,i
CCCc1ccc2oc(C(=O)N3CCCC3)c(C)c2c1,i,i
CCOC(=O)CNC(=O)C1COc2ccccc2O1 (stereo not given),i,i
Cc1ccsc1C(=O)NCc1ccc(F)cc1,i,i
Cc1ccc(C(=O)NC(O)C(Cl)Cl)cc1 (stereo not given),i,i
O=C1CC(C(=O)O)c2ccccc2N1 (stereo not given),i,i

# Next records:
SMILES,KCNQ2 block,CHT block
CCN(Cc1ccccc1)c1ccc(/C=C(\C#N)c2ccccn2)cc1,i,i
CC(OC(=O)/C=C/c1ccco1)C(=O)Nc1cccc([N+](=O)[O-])c1 (stereo not given),i,i
N#CCCn1cc(CNC2CCC(O)CC2)c2ccccc21 (stereo not given),i,i
N#CCC(=O)N/N=C\c1ccccc1OC/C=C/c1ccccc1,i,i
CCc1n[nH]c(=S)n1/N=C/c1ccccc1OCc1ccc(Cl)cc1,i,i
Cc1ccccc1NC(=S)NC(=O)CCc1ccccc1,i,i
Cc1c(Br)cc(C(=O)N2CCN(CCO)CC2)c(C)c1C,i,i
O=C(O)CCn1c(Cc2ccccc2)nc2ccccc21,i,i
COCC(=O)N1CCC(Oc2ccc(C(=O)NCCc3ccncc3)cc2)CC1,i,i
CN(CC(=O)Nc1ccccc1C(F)(F)F)C(=O)c1ccc(-c2ccc(Cl)cc2)o1,i,i
COC(=O)CC1C(=O)NCCN1C(=O)c1ccccc1 (stereo not given),i,i
COc1ccc(C(=O)Nc2ccccc2NC(=O)c2ccco2)cc1OC,i,i
O=[N+]([O-])c1ccc(-c2ccc(S(=O)(=O)NCCN3CCCC3)cc2)cc1,i,i
COc1ccc(Br)cc1C(=O)O,i,i
Cc1cc2c(NC(=O)Nc3ccc(F)cc3)cccc2nn1,i,i
COc1ccc(C(NC(=O)C2CCCCC2)c2c(O)ccc3ccccc23)cc1 (stereo not given),i,i
CCOC(=O)c1sc(C)c2c1NC(C)(c1cccc3ccccc13)NC2=O (stereo not given),i,i
COc1cc(C(CCN2CCCC(C)C2)c2c(OC)cc(OC)c3c(-c4ccccc4)cc(=O)oc23)cc(OC)c1OC (stereo not given),i,-8.68*
O=C(NC(=S)Nc1cccc(S(=O)(=O)NC2=NCCC2)c1)c1cc(-c2ccco2)nc2ccccc12,i,i
CCOc1ccccc1-n1c(CN2CCN(C(=O)c3ccco3)CC2)nc2ccccc2c1=O,i,i
CC(=O)c1ccc(S(=O)(=O)N2CCN(C(=O)c3ccccc3Cc3ccccc3)CC2)cc1,i,i
CCN(c1ccccc1)S(=O)(=O)c1ccc(Cl)c(NC(=O)CSc2nncn2C)c1,i,i
CCOC(=O)c1[nH]c2ccc(C)cc2c1N=C(C)N(C)C,i,i
Cc1onc(-c2ccccc2)c1C(=O)NNC(=S)NC(=O)c1ccc(Br)cc1,i,-6.19*
O=C1c2ccccc2C(=O)N1Cc1cccnc1,i,i
COc1ccc(COCC(O)CN2CC(C)OC(C)C2)cc1OC (stereo not given),i,i
CCOC(=O)Nc1nn(-c2ccc(C)cc2)c(=O)c(C#N)c1C,i,i
CCOc1nc(SC(C(C)=O)C(=O)Nc2ccccc2)nc(N(C)C)n1 (stereo not given),i,i
CC(=O)Nc1ccc(S(=O)(=O)Nc2nc3ccccc3s2)cc1,i,i
O=C(CSc1nnc(NC(=O)c2cccc(F)c2)s1)NC1CCCC1,i,i
O=C(NCC(c1ccco1)N1CCCC1)c1ccc(Cl)cc1 (stereo not given),i,i
CCOC(=O)C1=C(Nc2ccccc2)CC(C)(O)C(C(=O)OCC)C1c1ccc(Br)cc1 (stereo not given),i,i
CCC12CN3CC(CC)(CN(C1)C3c1ccc(OC(C)C)cc1)C2=O (stereo not given),i,i
CCC1CCCCN1C(=S)NC(=O)c1cccs1 (stereo not given),i,.
Cn1c(=O)c2c(ncn2CC(=O)N2CCOCC2)n(C)c1=O,i,i
C=CCn1c(SCCN2CCCCC2)nc2c1c(=O)[nH]c(=O)n2C,i,i
CCC(=O)NC(C)C(c1cccs1)N1CCN(Cc2ccccc2)CC1 (stereo not given),i,i
Cn1cccc1CC(=O)N/N=C/c1cccc2ccccc12,i,i
O=C(Nc1cc(N2CCOCC2)ncn1)c1ccccc1,i,i
CC(C)CC(NC(=O)C1CCC(C)CC1)C(=O)Nc1ccc2c(c1)OCCO2 (stereo not given),i,i
COc1cc(/C=N/NC(=O)c2cc3ccccc3cc2O)ccc1OCCN1CCCCC1,i,i
CN(CCc1ccccn1)C(=S)Nc1ccc(Cl)c(Cl)c1,i,i
O=S(=O)(Nc1ncccn1)c1ccc(Cl)cc1,i,i
OCCC1CN(C2CCN(c3ccccc3F)CC2)CCN1Cc1ccccc1 (stereo not given),i,i
O=C(NN=C1CCCCCC1)c1cccs1,i,i
Cc1ccc(C(=O)NC(=S)N2CC(C)OC(C)C2)cc1[N+](=O)[O-] (stereo not given),i,i
COc1ccc(C(=O)Nc2ccc(-c3ccc(C)o3)cc2)cc1S(=O)(=O)N1CCOCC1,i,i
O=C(NC1CCCC1)C(c1ccncc1)N(C(=O)c1ccco1)c1ccc(F)c(Cl)c1 (stereo not given),i,i
CC1CCN(C(=O)COC(=O)c2ccc(Br)o2)CC1,i,i
COc1cccc(NC(=S)N(C)C2CCN(C)CC2)c1,i,i
O=C(CCC(=O)c1cccs1)NCC(=O)Nc1ccc(F)c(F)c1F,i,i
O=C(Nc1ccc(C(=O)Nc2ccccc2Cl)cc1)c1cccnc1,i,i
O=C(OCC(=O)N1CCCCC1)c1ccccc1SCC(=O)N1CCCCC1,i,i
Cc1ccsc1C1C(C#N)=C(N)N(N(C)C)C2=C1C(=O)CC(C)(C)C2 (stereo not given),i,i
CC(=O)Nc1c(NC(C)C)c2ccccc2oc1=O,i,i
CN(C)S(=O)(=O)Oc1cccc(C(=O)Nc2ccc(Cl)c(Cl)c2)c1,i,i
COc1ccc(NC(=O)N[C@@H](CCSC)C(=O)O)cc1Cl,i,i
C=CCNCC(=O)Nc1sc2c(c1C(=O)Nc1ccc(OC)cc1OC)CCC2,i,i
COc1cccc(OCC(=O)N2CCCc3ccccc32)c1,i,i
COc1cc(OC)c2c3c(c(C4CCCCC4)nc2c1)CCC3,i,i

# (next part)
SMILES,KCNQ2 block,CHT block
COc1ccc(CCN2C(=O)CC(Cc3ccc(C)cc3)C2=O)cc1OC (stereo not given),i,i
COc1cccc2sc(N(CCCN(C)C)C(=O)C(c3ccccc3)c3ccccc3)nc12,i,i
O=C(CCC1CCCN(C(=O)c2cccs2)C1)N1CCN(c2ccccn2)CC1 (stereo not given),i,i
O=c1ccc(-c2ccc(S(=O)(=O)N3CCN(c4cccc(Cl)c4)CC3)o2)n[nH]1,i,i
Cc1cc(NC(=O)CN(C)S(=O)(=O)c2cccc(Cl)c2)no1,i,i
C/C(=N\NC(=O)c1cccc([N+](=O)[O-])c1)c1cccnc1,i,i
COc1cc2c(cc1OC)C(COc1ccc(F)cc1)N(C(C)=O)CC2 (stereo not given),i,i
CC(C)(C)c1ccc(C(=O)Nc2ccc([N+](=O)[O-])cn2)cc1,i,i
O=C(N/N=C/c1c[nH]c2ccccc12)c1cc(Br)ccc1O,i,i
CCCn1c(=N)c(S(=O)(=O)c2ccccc2)cc2c(=O)n3cccc(C)c3nc21,i,i
CC(C)CNC(=O)c1cccc(NC(=O)CSc2ccc(Cl)cc2)c1,i,i
COc1ccc(S(=O)Cc2ccc(C(=O)NCc3cccc(OC)c3)o2)cc1 (stereo not given),i,i
Cn1ccnc1SCc1cn2ccccc2n1,i,i
COc1ccccc1OCC(=O)O/N=C(\N)c1ccccn1,i,i
C/C=C(/C)C(=O)Nc1cccc(C2=NOC3(C2)C[C@@H](C(N)=O)N(C(=O)c2ccc(OC)cc2)C3)c1 (stereo not given in full),i,i
O=C(Nc1cccc(S(=O)(=O)N2CCCCC2)c1)c1ccc2ccccc2n1,i,i
COc1ccc(-c2ccnc(SCC(=O)Nc3ccccn3)n2)cc1,.,i

# Source: PubChem BioAssay (Johns Hopkins Ion Channel Center)
